# Compound activity (PubChem)
# CD40 NFkB inh: inhibitors of CD40-induced NF-kB signaling, primary screen, BL2 cells, luciferase reporter, single point; CD40L-induced, 4 h; inhibition, % at 10 µM; actives 0.94% (n = 83,000); AID 1053188, 2014;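 active = mean inhibition of at least 50% with a set share of replicates also reaching that level; inconclusive = no clear call, values can overlap the other calls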;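 also: 0% = neutral control wells and 100% = IKK inhibitor VII at 50 µM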
# Active calls of the source: *; ? = inconclusive; [ ] = dose if it differs, or a comment. These rows are one share of the data, so the mix of outcomes need not match the whole.
SMILES,CD40 NFkB inh
CO[C@H]1CN(C)C(=O)c2ccc(NC(=O)C3CCC3)cc2OC[C@H](C)N(C)C[C@H]1C,-1.4
Cc1ccc(S(=O)(=O)N2CCN(c3nc(C)c4c(c3C#N)CC(C)(C)OC4)CC2)cc1,3.2
O=C1CCNc2ccc(-c3ccccc3)cc21,-50.9
O=C(CCCN1C(=O)c2cccc3cccc(c23)C1=O)Nc1ccon1,-5.4
CC(OC(=O)C12CC3CC(CC(O)(C3)C1)C2)C(N)=O (stereo unspecified),-4.6
CCOC(=O)Cc1c(Cl)c2ccccc2[nH]c1=O,2.5
O=C(Nc1ccccc1)c1c2c(nc3ccccc13)CCCC2,5.2
COc1ccc2c([N+](=O)[O-])c(Cl)[nH]c2c1,2.0
Cc1ccc(C(=O)OCC(=O)Nc2ccc3[nH]c(=O)[nH]c3c2)cc1S(=O)(=O)N1CCOCC1,-11.2
NC(N)=Nc1nc2ccccc2o1,5.3
CCCn1c(NC(=O)C23CC4CC(CC(O)(C4)C2)C3)nc2ccccc21,-0.3
CCNC(=O)CC1C(=O)N(c2ccccc2)C(=O)N1Cc1ccc(OC)cc1 (stereo unspecified),-23.7
Cc1cccc(-n2c(Cc3ccccc3)n[nH]c2=S)c1,16.5
Cc1ccc(C)c(NC(=O)CCN2C(=O)C3CC=CCC3C2=O)c1 (stereo unspecified),4.8
O=C(C[C@H]1CC[C@@H]2[C@H](COC[C@H](O)CN2C(=O)c2cnccn2)O1)NCc1ccc(Cl)cc1,0.3[25 µM]
CCC(C)NC(=O)COC(=O)c1ccc(Cl)cc1O (stereo unspecified),9.3
C[C@H]1CN([C@@H](C)CO)C(=O)c2c(c3ccccc3n2C)-c2ccccc2CO[C@@H]1CN(C)S(=O)(=O)c1cccc(C#N)c1,4.7
Cc1cccc(NC2(C(=O)O)CCCC2)c1,-3.9
CC(C)(C)c1ccc(CC(=O)N2CCC2(C)C(=O)Nc2ccc3[nH]ncc3c2)cc1 (stereo unspecified),6.6
CCn1ccc(C(=O)N2CCOCC2)n1,6.6
O=C(Nc1ccc(-n2cnnn2)cc1)C(c1ccccc1)c1ccccc1,5.2
CN1C(=O)c2cc(NC(=O)C3CCOCC3)ccc2OC[C@H]2O[C@@H](CC(=O)NCC3CCCCC3)CC[C@@H]21,-9.3[25 µM]
CCNC(=O)NNC(=O)C1CC(c2cccs2)=NO1 (stereo unspecified),-0.8
CO/N=C/CC(=O)c1cnc(-c2ccccc2)s1,-21.6
COc1ccc2c3c(n(C)c2c1)[C@H](CO)N(C(=O)C1CCOCC1)CC31CCN(C(=O)c2ccncc2)CC1,3.5[25 µM]
CC(C)(C)C(=O)NC(=S)Nc1ccc(Cl)c(C(=O)O)c1,-2.9
COc1cccc(CNC(=O)CCC2CCCN(C(=O)c3csc(C(C)C)n3)C2)c1 (stereo unspecified),-1.2
CCOC(=O)C1CCN(C(=O)c2cccc(NS(=O)(=O)c3ccc(Br)cc3)c2)CC1,14.0
O=C(CNC(=O)C(c1ccccc1)c1ccccc1)OCC(=O)c1cccs1,0.2
CN1c2ccc(Br)cc2[C@H]2[C@H](CCN2S(=O)(=O)c2ccc(F)cc2)[C@@H]1CO,-9.9[25 µM]
Cc1c(C(=O)Nc2ccc(F)c(F)c2)oc2ccc(S(=O)(=O)N3CCCCC3)cc12,9.7
O=C(CNC(=O)c1ccccc1)OCCOc1cccc(Cl)c1,4.2
CC(=O)c1cccc(OCC(O)CN2CCN(C(=O)c3ccco3)CC2)c1 (stereo unspecified),15.5
O=C(Nc1nccs1)[C@H]1[C@H](CO)[C@H]2Cn3c(ccc(-c4cncnc4)c3=O)[C@H]2N1CC1CCCC1,6.5[25 µM]
Cc1ccccc1NC(=O)CSc1ccc(-c2ccc(-n3cccn3)cc2)nn1,-2.1
CCOC(=O)c1c(NC(=O)/C=C/C(=O)O)sc(C)c1-c1ccc(C)c(C)c1,3.8
CCCNC(=O)N1[C@H](C#N)[C@@H](c2ccc(C3=CCCCC3)cc2)[C@@H]1CO,-9.7[25 µM]
COc1cccc(-c2ccc(C3[C@@H]4CN(C(=O)Nc5ccc(F)cc5)C[C@H]3N4)cc2)c1 (stereo partly specified),-5.2
CCCC(=O)NC1=C(Cl)C(=O)c2ccccc2C1=O,106.8*
CCOc1ccc(S(=O)(=O)N2CCCCC2)cc1NC(=O)C1CSC2(C)CCC(=O)N12 (stereo unspecified),-21.3
O=C1c2cccc3cccc(c23)C(=O)N1c1ccc2ncccc2c1,-11.7
O=C(OCC(=O)N1CCN(c2ccccc2)CC1)c1ccccc1NCCO,34.7*
O=C(CSc1nc2nn(-c3ccccc3)c(=O)c-2c2n1CCCCC2)NCCc1ccccc1,-11.5
CO[C@@H]1CN(C)C(=O)c2ccc(NC(=O)C3CC3)cc2OC[C@H](C)N(C(C)=O)C[C@@H]1C,-13.3[25 µM]
COc1ccc(NC(=O)N(C)C[C@@H]2OCCCC[C@@H](C)Oc3ccc(NC(=O)Nc4ccccc4)cc3C(=O)N([C@H](C)CO)C[C@H]2C)cc1,0.4
COc1cccc(-c2cn(CC[C@@H]3CC[C@@H](NS(=O)(=O)c4ccccc4Cl)[C@H](CO)O3)nn2)c1,-15.8[25 µM]
COc1cccc(-c2ccc([C@H]3[C@@H](CO)N(C(=O)Cc4ccccc4)[C@H]3C#N)cc2)c1,-23.3
CN(CC(=O)Nc1ccc(F)c(F)c1F)C(=O)CCCSc1nc2ccccc2[nH]1,-6.9
COc1cccc(C(=O)Nc2ccc3c(c2)OC[C@@H](C)N(CCc2ccccc2)C[C@H](C)[C@@H](OC)CN(C)C3=O)c1,11.8[25 µM]
CCNCC(=O)Nc1ccc(N2CCOCC2)cc1,-0.1
CCC1CCCCN1CCCNC(=O)c1ccc2c(=O)n(CCOC)c(=O)[nH]c2c1 (stereo unspecified),1.0
CCCC#Cc1ccc2c(c1)O[C@@H](CN(C)Cc1ccccn1)[C@@H](C)CN([C@@H](C)CO)S2(=O)=O,10.6[25 µM]
C[C@@H]1CN([C@@H](C)CO)C(=O)c2ccccc2-c2ccccc2CO[C@@H]1CN(C)C(=O)[C@H](C)c1ccccc1,-7.1
COc1ccc(NC(=O)CCCNC(=O)c2ccc(Cl)cc2)cc1S(=O)(=O)N1CCCCC1,13.0
Cc1cc(C(=O)CN2C(=O)NC3(CCCCC3)C2=O)c(C)n1Cc1ccco1,-10.5
CCN(c1ccccc1)S(=O)(=O)c1ccc(OC)c(NC(=O)c2ccco2)c1,5.8
CCCNC(=O)c1cc(C)no1,1.9
O=S(=O)(NCC(c1ccc2c(c1)OCO2)N1CCOCC1)c1ccc(F)cc1 (stereo unspecified),10.7
CC(=O)c1ccc(OC(=O)C2CSC3(C)CCC(=O)N23)cc1 (stereo unspecified),1.6
Cc1cc(Cl)ccc1C(=O)C1CCCN(C(=O)c2ccc3ncccc3c2)C1 (stereo unspecified),3.8

# Rewritten with bars between the fields: entries from further up
molecule | CD40 NFkB inh
CN(CC(=O)Nc1ccc(F)c(F)c1F)C(=O)CCCSc1nc2ccccc2[nH]1 | -6.9
COc1cccc(C(=O)Nc2ccc3c(c2)OC[C@@H](C)N(CCc2ccccc2)C[C@H](C)[C@@H](OC)CN(C)C3=O)c1 | 11.8[25 µM]
CCNCC(=O)Nc1ccc(N2CCOCC2)cc1 | -0.1
CCC1CCCCN1CCCNC(=O)c1ccc2c(=O)n(CCOC)c(=O)[nH]c2c1 (stereo unspecified) | 1.0

# The listing continues.
SMILES,CD40 NFkB inh
CCN(C(=O)CSc1nnc(-c2ccccc2)n1C)C1CCS(=O)(=O)C1 (stereo unspecified),-0.1
COCC(C)NC(=O)C1CCN(S(=O)(=O)c2ccc3ccccc3c2)CC1 (stereo unspecified),0.4
O=C(COC(=O)c1cc(S(=O)(=O)N2CCOCC2)ccc1Cl)NC1CCCCC1,-3.9
CC(NC(=O)c1ccc(S(=O)(=O)Nc2ccccc2)cc1)c1ccc(S(N)(=O)=O)cc1 (stereo unspecified),5.4
CC1(c2ccccc2Cl)NC(=O)N(CC(=O)Nc2ccc(N3CCOCC3)cc2)C1=O (stereo unspecified),-15.0
O=C(C[C@@H]1C=C[C@H](NC(=O)Cc2ccccn2)[C@@H](CO)O1)NCCc1ccncc1,-3.1[25 µM]
O=C(COC(=O)c1cccs1)NCc1ccccc1,-36.6
C[C@@H]1CN([C@@H](C)CO)C(=O)c2cccc(NC(=O)Nc3ccc(F)cc3)c2O[C@@H]1CN(C)S(=O)(=O)c1ccc(Cl)cc1,10.3[25 µM]
Cc1cc(C(C)(C)C)oc1C(=O)O,1.6
Cc1nc(CN2CCN(C(=O)NC3(c4ccccc4)CC3)CC2)cs1,11.2
Cc1ccc(C)c(OCCC(=O)NNC(=O)Cn2nc(C)cc2C)c1,2.9
O=C(C1CCOCC1)N1[C@@H](CO)[C@H](c2ccccc2)C12CN(CCC(F)(F)F)C2,-2.8[25 µM]
Cc1nc(-c2ccc(NS(=O)(=O)c3ccccc3)cc2)cs1,-1.0
Nc1c(N(CCCO)C(=O)C2CCCC2)c(=O)[nH]c(=O)n1Cc1ccccc1,6.1
O=C(C[C@@H]1CC[C@@H]2[C@H](COC[C@H](O)CN2Cc2nccs2)O1)NCc1ccccc1Cl,-2.6[25 µM]

# Records listed above shown as hits in CD40 NFkB inh.
SMILES,CD40 NFkB inh
CCCC(=O)NC1=C(Cl)C(=O)c2ccccc2C1=O,106.8*
O=C(OCC(=O)N1CCN(c2ccccc2)CC1)c1ccccc1NCCO,34.7*

# Carrying on.
SMILES,CD40 NFkB inh
COCCN1CCN(Cc2nc(C3(c4ccc(C)cc4)CCCC3)no2)CC1,3.0
CCn1c(CCC(N)=O)nnc1SCC(=O)Nc1cccc(S(=O)(=O)N2CCCC2)c1,3.5
O=C(NC12CC3CC(CC(C3)C1)C2)OCCNC1CCCCC1,4.8
O=C(CC1CCCC1)NCCS(=O)(=O)N1CCN(c2ccccc2)CC1,8.8
COc1ccc(CNCCC(c2ccc(F)cc2)c2ccc(OC(C)C)cc2)cc1OC (stereo unspecified),?
CCS(=O)(=O)Nc1ccc2c(c1)C(=O)N(C)C[C@@H](OC)[C@@H](C)CN(CC1CCCCC1)[C@@H](C)CO2,-10.4[25 µM]
Cc1ccccc1OCCC(=O)OCC(=O)NC1CCCC1,2.4
COc1cccc(NC(=O)Cn2cc3c(n2)CCCCC3)c1,-2.6
COC(=O)c1ccc(C(=O)N2CCCCCC2(C)C(=O)NC(C)C)cc1 (stereo unspecified),10.4
Cc1cc(C)n2nc(-c3sccc3-n3cccc3)cc2n1,4.3
Cc1ccc(C(=O)NCC(=O)O)o1,4.7
Cn1c(C(=O)N2CCN(c3cccc(C(F)(F)F)c3)CC2)cc2sccc21,10.9
Cc1cccc(C2Nc3ccccc3C(=O)N2c2ccccc2)n1 (stereo unspecified),5.0
CCc1nc2ccc(C(=O)NCc3ccccc3)cc2nc1CC,3.6
CCc1cccc(NC(=O)C2CCCN2S(=O)(=O)c2ccccc2C(F)(F)F)c1 (stereo unspecified),2.2
CCOc1ccc(N2CC(C(=O)NCc3ccco3)CC2=O)cc1 (stereo unspecified),15.4
COC(=O)c1ccc(CN(Cc2ccc(C(=O)OC)o2)C(C)(C)C)o1,-9.4
CC(C)CN(C(=O)COC(=O)c1cc2ccccc2cc1O)c1c(N)n(Cc2ccccc2)c(=O)[nH]c1=O,-9.8
COc1ccc(C2(C)NC(=O)N(Cc3cc(Cl)cc4c3OCOC4)C2=O)cc1OC (stereo unspecified),-15.0
O=C(Nc1cccc(NC(=O)C2CC3CCCC(C2)C3=O)n1)C1CC2CCCC(C1)C2=O (stereo unspecified),5.7
COc1ccc(S(=O)(=O)N2CCN(C(=O)CN3C(=O)NC(C)(c4ccc5ccccc5c4)C3=O)CC2)cc1 (stereo unspecified),1.6
COc1cccc(C#Cc2ccc([C@H]3[C@@H](C#N)N(C(=O)c4ccccn4)[C@@H]3CO)cc2)c1,53.4*[25 µM]
Clc1ccccc1-c1nc2nc3ccccc3nc2n1-c1ccc2c(c1)OCO2,0.4
Nc1nnc(CCCCCc2nnc(N)s2)s1,-7.2
CC(C)CNC(=O)CCCc1ccccc1,-42.9
CCS(=O)(=O)Nc1ccc2c(c1)C(=O)N(C)C[C@H](OC)[C@@H](C)CN(CC1CCCCC1)[C@H](C)CO2,5.5[25 µM]
O=C(O)[C@@H]1[C@@H](CO)[C@@H]2Cn3c(ccc(-c4cncnc4)c3=O)[C@@H]2N1C(=O)C1CCC1,3.4[25 µM]
O=C(CCN1CCCCC1)N[C@H]1CC[C@H](CC(=O)N2CCC(Cc3ccccc3)CC2)O[C@@H]1CO,-1.3[25 µM]
O=C(Nc1nc2ccccc2s1)C1CC(=O)N(c2ccccc2)C1 (stereo unspecified),19.6
CCOC(=O)c1nnsc1NC(=O)Nc1ccc(OC)cc1,11.6
COc1ccc(S(=O)(=O)N(C)C[C@@H]2OCc3cn(nn3)CCCC(=O)N([C@H](C)CO)C[C@H]2C)cc1,-5.6[25 µM]
O=C(Nc1cccc(Cl)c1)N[C@H]1CC[C@H](CCn2cc(Cc3ccccc3)nn2)O[C@H]1CO,4.7[25 µM]
COc1cccc(C(=O)Nc2ccc3c(c2)OC[C@@H](C)N(C(=O)C2CCC2)C[C@@H](C)[C@H](OC)CN(C)C3=O)c1,4.5
c1cncc(-c2nc(N3CCOCC3)c3ccccc3n2)c1,16.4
Cc1ccc(CS(=O)Cc2ccc(C(=O)NCc3cccs3)o2)cc1 (stereo unspecified),-7.0

# Among those listed so far, these contain a tert-butyl group:
SMILES,CD40 NFkB inh
CC(C)(C)c1ccc(CC(=O)N2CCC2(C)C(=O)Nc2ccc3[nH]ncc3c2)cc1 (stereo unspecified),6.6
CC(C)(C)C(=O)NC(=S)Nc1ccc(Cl)c(C(=O)O)c1,-2.9
Cc1cc(C(C)(C)C)oc1C(=O)O,1.6
COC(=O)c1ccc(CN(Cc2ccc(C(=O)OC)o2)C(C)(C)C)o1,-9.4
